Hsp70 act = transcriptional activators of Hsp70; HeLa Hsp70 promoter luciferase reporter, luminescence; scaled: vehicle 0, proteasome-inhibitor control 100%; activation, % at 10 µM; 200,000 compounds, 0.04% hits;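 active = activation above the mean across all tested compounds plus 3 SD, cutoff set per campaign, cut at about 5.5% in these data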;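 note: 100% = MG132 at 30 µM as the positive control and 0% = DMSO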
Diaph act CS = activates diaphorase or chemically reduces, flagging diaphorase assay artifacts. Diaphorase/resazurin coupled assay, resorufin fluorescence, 16 min; stronger effect = higher value; 1 = vehicle wells, 0 = NADH-free wells. activation factor at 20 µM. 190,000 compounds, 0.005% hits;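 active = diaphorase activity raised at least twofold by the compound at 20 µM; inactive = activation factor below 2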
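Material: bacterial diaphorase enzyme (C. kluyveri); amount: enzyme 0.07 U/mL final; reagent: NADH substrate 0.114 mM plus resazurin dye 0.1 mM, final; doses: single compound dose of 20 µM, 1% DMSO final; timing: 16 min enzyme reaction, ambient temperature; measured by: fluorescence of resorufin, 544 nm excitation, 590 nm emission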
APP transl inh = APP translation inhibition. SH-SY5Y APP 5'UTR-luciferase reporter, luminescence. inhibition, % at 2 µM. 190,000 compounds, 0.82% hits. AID 1285;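 active = inhibition above a set limit, derived from the sample mean plus 3 SD, cut at about 45% in these data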; note: values of inactives mirror those of a sister screen read the other way
STAT3 blocker = reduces IL-6 driven STAT3 reporter signal; 190,000 compounds, 0.89% hits; inhibition, % at 5.5 µM; U3A cells, IL-6 STAT3-luciferase reporter, luminescence; host cell line lacks STAT1; AID 862;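 active = inhibition above the mean inhibition across all screened compounds plus 3 SD, cut at about 44% in these data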;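 note: 0% = DMSO only wells and 100% = 100 µM nifuroxazide control wells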
STAT3 activator = increases IL-6 driven STAT3 reporter signal; 190,000 compounds, 0.91% hits; activation (% of control), % at 5.6 µM; U3A cells, IL-6 STAT3-luciferase reporter, luminescence; 100% = signal with IL-6 EC80 alone;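 active = activation above the screen-wide mean of compound activation plus 3 SD, cut at about 130% in these data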;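 note: 0% = background luminescence of wells with medium and substrate only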
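System – human U3A cells carrying STAT3-luciferase construct · Probe or stimulus – Interleukin-6, 33 ng/mL · Schedule – compound 1 h, then IL-6 6 h at 37 °C · Signal – luminescence from STAT3-driven luciferase reporter · Evaluation – percent of IL-6-only median luminescence · Benchmarks – IL-6-only high control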
TLR4 MyD88 comp = blocks binding of human TLR4 to MyD88. 200,000 compounds, 0.18% hits. AID 861. inhibition, % at 8.4 µM. HeLa CL3-4 TLR4/MyD88 BLA complementation, FRET ratio. O00206+Q99836; in the data active = inhibition above about 25%;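 note: 0% = vehicle and 100% = reference inhibitor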
Target sequence (O00206 whole entry, looked up): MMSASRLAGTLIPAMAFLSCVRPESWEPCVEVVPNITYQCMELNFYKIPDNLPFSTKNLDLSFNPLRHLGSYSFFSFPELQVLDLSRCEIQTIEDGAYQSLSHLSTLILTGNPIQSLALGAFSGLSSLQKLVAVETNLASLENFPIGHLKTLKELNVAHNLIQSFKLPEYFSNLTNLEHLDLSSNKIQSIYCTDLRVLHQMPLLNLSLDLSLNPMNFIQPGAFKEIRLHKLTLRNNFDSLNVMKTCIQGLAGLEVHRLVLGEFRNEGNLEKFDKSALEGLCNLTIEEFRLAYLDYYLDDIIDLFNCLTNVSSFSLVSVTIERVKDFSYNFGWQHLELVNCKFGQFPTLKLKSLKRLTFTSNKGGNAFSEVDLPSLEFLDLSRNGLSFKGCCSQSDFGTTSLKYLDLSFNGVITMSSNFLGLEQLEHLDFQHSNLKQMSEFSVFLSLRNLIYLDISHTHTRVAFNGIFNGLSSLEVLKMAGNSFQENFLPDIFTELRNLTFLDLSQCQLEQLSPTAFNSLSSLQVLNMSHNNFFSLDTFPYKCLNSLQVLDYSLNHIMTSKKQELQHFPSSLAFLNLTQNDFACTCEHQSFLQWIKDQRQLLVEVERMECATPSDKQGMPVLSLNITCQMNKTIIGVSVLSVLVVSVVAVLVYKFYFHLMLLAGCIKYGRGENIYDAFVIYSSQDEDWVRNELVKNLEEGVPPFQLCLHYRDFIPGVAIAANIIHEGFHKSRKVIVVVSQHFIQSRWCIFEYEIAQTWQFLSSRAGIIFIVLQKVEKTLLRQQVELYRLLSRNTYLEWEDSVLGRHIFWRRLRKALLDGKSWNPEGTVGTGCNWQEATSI
Target sequence (Q99836 whole entry, looked up): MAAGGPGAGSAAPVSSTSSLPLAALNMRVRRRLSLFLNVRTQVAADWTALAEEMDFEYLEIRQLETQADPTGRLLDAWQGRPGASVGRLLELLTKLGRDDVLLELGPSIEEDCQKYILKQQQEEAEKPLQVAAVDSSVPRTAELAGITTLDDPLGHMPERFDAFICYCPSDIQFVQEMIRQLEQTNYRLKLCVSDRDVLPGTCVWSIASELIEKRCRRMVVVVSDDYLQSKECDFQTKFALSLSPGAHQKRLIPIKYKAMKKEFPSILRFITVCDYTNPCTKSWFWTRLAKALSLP
STAT1 act = increases IFN-gamma driven STAT1 reporter signal | NIH 3T3 STAT1-luciferase reporter, luminescence; 100% = IFN-gamma alone, no compound | activation (% of control), % at 5.5 µM | 200,000 compounds, 2.6% hits;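 active = activation above the screen-wide mean activation plus 3 SD, cut at about 130% in these data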;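 note: raw ratio to IFN-gamma control signal so 100% means no change and 0% no light; values of inactives mirror those of a sister screen read the other way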
STAT1 inh = inhibitors of IFN-gamma induced STAT1 signaling. NIH 3T3 STAT1-luciferase reporter, luminescence. inhibition, % at 5.5 µM. 200,000 compounds, 0.35% hits. AID 920;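 active = inhibition above a set limit, the mean inhibition across all tested compounds plus 3 SD, cut at about 34% in these data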;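 note: 0% = IFN-gamma with DMSO and 100% = IFN-gamma with 300 µM nifuroxazide; values of inactives mirror those of a sister screen read the other way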
Diaphorase inh = counter-screen for diaphorase-based assays: diaphorase inhibitors and chemical oxidizers | diaphorase resazurin-to-resorufin fluorescence, NADH, 16 min; bacterial (C. kluyveri) enzyme, not human | inhibition, % at 20 µM | 190,000 compounds, 0.69% hits | AID 1217;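 active = primary screen inhibition at 20 µM above a set limit, cut at about 50% in these data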;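 note: plate controls were DMSO with full reaction for no effect and wells lacking NADH for full effect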
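System: Bacterial diaphorase enzyme (C. kluyveri) | Incubation: 16-min room-temperature incubation before reading | Benchmarks: No-NADH positive control and DMSO neutral control | Measured by: Resorufin fluorescence 544/590 nm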
G6PDH CS = inhibits Leuconostoc G6PDH, flagging false hits in G6PDH-based assays; 200,000 compounds, 0.12% hits; Purified L. mesenteroides G6PDH, diaphorase/resazurin coupled fluorescence, 45 min; inhibition, % at 5 µM; AID 1020; in the data active = inhibition above about 50%
Numbers without * were called inactive.

Sequence of screens – STAT1 inh	TLR4 MyD88 comp	STAT3 blocker	STAT3 activator	STAT1 act	G6PDH CS	Hsp70 act	Diaph act CS	APP transl inh	Diaphorase inh
O=C(N/N=C/c1cc(Br)c(Br)o1)c1cccnc1
→ -2	3	2	99	102	-13	-0.3	0.6	-15	37
Cc1noc(C)c1S(=O)(=O)N1CCC(C(=O)N(C)Cc2ccccc2)CC1
→ 0	6	6	100	100	-1	-0.3	1	-8	0
Cc1ccc(C)c(NS(=O)(=O)c2ccc(OCC(=O)N3CCOCC3)cc2)c1
→ 1	14	1	101	99	-4	0.0	0.9	-3	14
Cc1cc(SCC(=O)c2ccc3c(c2)OCO3)nc2ccccc12
→ 4	-8	16	87	97	8	-0.1	0.9	9	9
CCc1cccc(C)c1NC(=O)C1=C(C(=O)O)CCCC1
→ 6	-6	-2	104	94	2	-0.4	1	-9	-1
CC(C)c1nc2ccc(C(=O)O)cc2[nH]1
→ 3	-2	7	99	97	8	-0.4	0.9	-1	7
CCCCNC(=O)c1ccc(CS(=O)(=O)Cc2ccccc2F)o1
→ 0	-6	12	97	98	8	-0.1	1.1	-3	-13
Cc1ccc(-c2noc(C3CCCN(C(=O)c4c(F)cccc4F)C3)n2)cc1 (centres undefined)
→ -3	-4	8	96	102	11	-0.1	0.8	6	21
CC1(C)CC(NC(=O)CCC2CCCC2)CC(C)(C)N1
→ 4	4	1	102	95	7	-0.2	0.9	2	9
Cc1ccccc1-c1n[nH]c(=S)n1/N=C/c1ccc(-c2ccccc2Br)o1
→ -5	2	-4	107	103	4	-0.3	0.9	-6	9
COC(=O)C1CSC(C(=O)OC)N1C(=O)Nc1ccc(Cl)c(Cl)c1 (centres undefined)
→ 3	-3	20	88	98	13	-0.2	0.9	-15	7
Fc1ccc(-n2c(-c3cccs3)nc3nc4ccccc4nc32)cc1
→ 6	-4	-7	109	95	-22	-0.3	0.9	0	8
CCC(C)(C)n1nnnc1CN1CCN(c2ccc(OC)cc2)CC1
→ -2	-5	16	96	101	14	-0.1	0.8	11	17
CN(C(=O)c1cccn(Cc2ccccc2)c1=O)c1ccccc1
→ -6	-7	3	98	105	-3	-0.1	1	-8	5
O=C(NCc1nc(-c2ccccc2)no1)c1ccc2c(c1)OCO2
→ -2	5	3	101	98	4	-0.3	0.9	4	10
CCc1ccccc1NC(=O)CSc1nnc([C@@H](NC(=O)OC(C)(C)C)C(C)CC)o1 (some centres undefined)
→ -2	2	-8	108	102	3	0.5	0.8	-14	22
Nc1nnc(SCC(=O)OCC(=O)NC23CC4CC(CC(C4)C2)C3)s1
→ 0	7	-4	105	99	5	-0.2	0.9	-17	10
Cc1cc(C)c2ccc(N)nc2c1O
→ 3	-10	5	101	96	-51	-0.1	0.8	66*	21
O=C(O)c1nc(-c2ccccc2)n(-c2ccc(Cl)cc2)n1
→ 4	-8	8	102	95	7	-0.1	1	-7	-4
COc1ccc(S(=O)(=O)Cc2ccccc2)cc1N
→ -8	3	12	95	108	8	-0.2	0.9	1	5

Compounds shown so far with an NH in an aromatic ring:
Sequence of screens – STAT1 inh	TLR4 MyD88 comp	STAT3 blocker	STAT3 activator	STAT1 act	G6PDH CS	Hsp70 act	Diaph act CS	APP transl inh	Diaphorase inh
CC(C)c1nc2ccc(C(=O)O)cc2[nH]1
→ 3	-2	7	99	97	8	-0.4	0.9	-1	7
Cc1ccccc1-c1n[nH]c(=S)n1/N=C/c1ccc(-c2ccccc2Br)o1
→ -5	2	-4	107	103	4	-0.3	0.9	-6	9

New compounds follow
Sequence of screens – STAT1 inh	TLR4 MyD88 comp	STAT3 blocker	STAT3 activator	STAT1 act	G6PDH CS	Hsp70 act	Diaph act CS	APP transl inh	Diaphorase inh
COC(=O)c1ccc(C)c(NC(=O)Cc2coc3cc(OC)ccc23)c1
→ -2	12	6	102	102	-1	-0.3	0.8	-6	19
O=C(Cc1cccs1)N1CCN(c2ccc([N+](=O)[O-])cc2)CC1
→ 10	11	3	99	90	6	-0.2	1	21	-4
COc1cc(/C=C(\C#N)C(=O)NCC2CCCO2)ccc1OCC(=O)O (centres undefined)
→ 7	-4	10	102	93	9	-0.2	0.8	-5	19
CCS(=O)(=O)N1CCC(C(=O)O)CC1
→ -1	-10	9	92	101	8	-0.1	1	-6	1
O=C1c2ccccc2C(=O)N1/N=C/c1ccc(O)c(O)c1
→ -2	-10	-9	105	102	12	-0.3	0.5	10	52*
O=C(O)/C=C\C(=O)Nc1cccc(NC(=O)c2ccccc2)c1
→ -9	9	-7	111	108	15	-0.1	1.1	-22	-8
Cc1cc(NC(=O)c2ccco2)no1
→ -11	-2	-10	110	110	-2	0.4	0.9	16	12
CC1CCN(C(=O)CSc2nc3ccccc3s2)CC1
→ -35	0	-24	124	132*	3	0.1	0.8	-94	15
CCCN(CCC)CCCNC(=S)Nc1ccc2nc(N3CCN(C)CC3)cc(C)c2c1
→ -1	18	0	102	101	3	-0.3	1.2	-4	-20
Cc1nn(-c2ccc(C(=O)O)cc2)c(C)c1Cl
→ -3	-4	0	102	101	0	-0.1	0.9	-12	10
Cn1c(SCc2ccccc2)nnc1-c1cnccn1
→ -10	3	-3	105	109	-4	0.3	1	1	5
CC(C)N(Cc1nc(-c2ccccc2)no1)C(=O)C1CCCCC1
→ -1	10	6	101	101	0	-0.4	0.9	8	13
O=C(CN1C(=O)c2cccc3cccc1c23)N1CCc2ccccc2C1
→ 0	1	14	90	100	-42	0.1	0.8	-33	16
O=C(Nc1ccc(Br)cc1)c1cccnc1N1CCOCC1
→ -2	4	6	99	100	3	0.2	0.9	-9	14
Cc1noc(C)c1CSCC(=O)OCC(=O)NC1CCCCC1
→ 0	-4	6	101	100	2	0.0	0.8	11	15
CCOc1ccc(-n2c(SCC(=O)Nc3ccc4c(c3)OCO4)nc3ccccc3c2=O)cc1
→ 0	-15	-2	105	100	-9	-0.4	0.8	-4	21
O=C1CNC(=S)N1CCCn1ccnc1
→ -8	-2	-6	111	105	8	-0.2	0.9	-10	13
Cc1nc2c(nnn2Cc2ccccc2)c(=O)n1-c1ccccc1
→ -3	2	8	96	102	5	-0.5	0.9	-6	12
Cn1c(SCC(=O)NC(=O)NCc2ccco2)nnc1-c1ccccc1
→ 5	6	-5	108	95	-3	-0.5	0.9	-8	11
CCN(CC)S(=O)(=O)c1ccc(OC)c(NC(=O)c2ccc3c(c2)OCO3)c1
→ 7	-9	2	100	92	15	-0.2	1.1	18	-10
CC(=O)c1sc(NC(=O)c2cccc3ccccc23)nc1C
→ -15	-4	1	104	114	2	-0.2	1	-26	2
O=C(COc1nc2ccccc2nc1N1CCOCC1)NCC(F)(F)F
→ 2	-9	12	92	99	-15	0.3	0.8	-1	22
Cc1cccc(OCC2=N/C(=C\N(C)C)C(=O)O2)c1
→ -4	-2	0	104	104	16	-0.3	0.8	2	17
c1ccc(-c2noc(-c3cccc4ccccc34)n2)nc1
→ 0	13	11	94	107	-33	0.5	0.9	-81	10
COCCNS(=O)(=O)c1ccc(C2CNC(=O)C2)cc1 (centres undefined)
→ 0	-8	6	102	100	2	-0.1	0.8	10	15
CCCC(=O)Nc1ccc(-c2cnc(-c3ccc(NC(=O)CCC)cc3)nc2)cc1
→ -7	-1	-2	101	107	-6	-0.4	1	1	1
CCc1nc(C)cn1S(=O)(=O)c1cc(F)ccc1OC
→ 1	-6	17	91	98	17	-0.1	1	-9	2
O=C(Nc1ccc(F)cc1)c1cc(S(=O)(=O)N2CCCCC2)cs1
→ 6	-5	15	89	94	15	0.0	0.9	-4	6
CC(=O)c1cc(-c2ccccc2)n(CCC(=O)NC(C)(C)C)c1C
→ 3	-5	11	97	97	6	-0.3	0.8	6	17
COc1ccc(NC(=O)c2nc[nH]c2C(=O)Nc2ccccc2C)cc1
→ 7	-9	20	87	94	2	0.2	0.9	-5	14
CCCCCCCCCC(=O)Nc1cccnc1
→ 2	15	9	95	96	13	-0.4	0.8	1	21
CCC(=O)NC(=S)Nc1ccc(NC(=O)COc2ccc([N+](=O)[O-])cc2)cc1
→ 5	-1	22	85	94	-6	-0.1	0.9	-9	13
O=C(Nc1cnn(Cc2ccccc2)c1)NC12CC3CC(CC(C3)C1)C2
→ 3	-10	2	97	97	4	-0.4	0.9	-20	8
c1ccc(C2=Nc3cccnc3C(c3ccccc3)=NN2)cc1
→ -7	-14	8	94	105	3	-0.3	0.8	-10	21
COc1ccccc1Nc1nnc(SCc2cc(=O)n3cc(C)ccc3n2)s1
→ -1	0	15	90	101	8	0.1	0.9	-2	14
Cn1nnnc1SCc1nnc(-c2ccc(F)cc2)o1
→ -24	-2	0	105	122	-6	-0.4	1	-12	-1
CC1(C)NC(=O)N(CCCSc2ccc(Cl)cc2)C1=O
→ 3	-3	12	94	99	7	-0.1	0.8	-9	17
O=C1CC(=O)C(n2cncn2)C(c2c(F)cccc2Cl)C1 (centres undefined)
→ -3	-10	8	101	104	-18	0.2	0.8	6	20
CC(=O)c1c(C)[nH]c(C(=O)OCC(=O)NCCC(C)C)c1C
→ 13	-3	20	85	86	13	-0.3	0.9	21	8
CC(=O)Nc1ccc(S(=O)(=O)N(C)c2ccccc2)cc1
→ 2	3	-5	110	99	0	0.1	0.8	-11	18
COC(=O)Cc1ccc(NC(=S)Nc2ccc(N3CCOCC3)cc2)cc1
→ -4	-3	5	102	102	14	0.0	0.8	-19	16
O=c1c2c3c(sc2ncn1/N=C/c1ccc([N+](=O)[O-])o1)CCCC3
→ 4	-9	-3	111	96	8	-0.2	0.8	19	24
Cc1ccc(S(=O)(=O)Nc2nc(C)c(C(=O)Nc3ccccc3)s2)cc1
→ 0	-19	-5	102	100	0	-0.3	0.9	6	6
CC(C)(C)C1(C)OC(C(N)=O)C(C(N)=O)O1 (centres undefined)
→ 3	4	11	96	97	1	-0.1	0.9	0	7
CNS(=O)(=O)c1cccc(C(=O)OC2CCCCC2=O)c1 (centres undefined)
→ 4	-3	-5	109	97	9	2.0	0.9	5	5
Cc1ccc2nc(-c3ccccc3N)[nH]c2c1
→ 21	-12	67*	47	78	18	0.0	0.9	-198	14
Cc1nonc1C1CCCN1Cc1nc(-c2ccccc2Cl)oc1C (centres undefined)
→ 7	-5	2	103	92	8	-0.1	0.8	-15	24
Cc1nnc2c(-c3ccccc3)nc3ccccc3n12
→ -7	-1	19	91	106	0	-0.5	0.9	-18	15
COc1ccc(/C=C(/NC(=O)c2ccccc2)C(=O)N/N=C/c2ccncc2)cc1
→ 4	-8	-3	101	97	-9	-0.1	0.9	-12	5
